Screening results (PubChem BioAssay)
MC4R barr agon: MC4R agonists recruiting beta-arrestin, primary screen, cell-based, luminescence, agonist arm of biased-ligand search; AID 540308, 2011; U2OS MC4R beta-arrestin complementation; percent of melanotan II response, DMSO zero; actives 0.98% (n = 360,000); activation, % at 8.9 µM;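 active means activation above a per-plate cutoff, the mean activation of sample wells on that plate plus 3 SD, cut at about 8% in these data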
N-glyco inh: increase of ERlucT glycosylation luciferase signal, primary screen, N-linked glycosylation inhibitor project, D54 ERlucT cells, luminescence, set 2 | D54 ERlucT glycosylation luciferase reporter, 24 h; percent of 100 nM tunicamycin response | reporter increase, % at 12.5 µM | actives 0.23% (n = 360,000) | AID 588692, 2011;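 active means mean luciferase reporter signal, scaled so untreated is 0 and the glycosylation-blocking control 100, at or above a set limit in every replicate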;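 further: luciferase carries N-glycosylation sites so blocking glycosylation raises the light; 0% = median of neutral control wells and 100% = median of 100 nM tunicamycin wells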
NOD2-RIPK2 inh: NOD2-RIPK2 binding disruptors in cells, primary screen, fluorescence, CHO cells, BLA complementation. Receptor-interacting serine/threonine-protein kinase 2 (Homo sapiens), O43353. CCF4 ratio. inhibition, % at 4.98 µM. actives 0.38% (n = 360,000); in the data active means inhibition above about 21%;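 further: 0% = vehicle only and 100% = reference blocker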
TLR9-MyD88 inh: inhibitors of TLR9-MyD88 association in cells, primary screen, cell-based, CHO, BLA complementation, fluorescence; Toll-like receptor 9 (Homo sapiens) + Myeloid differentiation primary response protein …; actives 0.21% (n = 340,000); CCF4 FRET ratio; inhibition, % at 4.98 µM; AID 504734, 2011;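 active means inhibition above the mean over all tested compounds plus 3 SD, cut at about 21% in these data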;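 further: 0% = DMSO only wells and 100% = clavulanate BLA inhibitor control wells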
NCOA2 inhibitor: inhibition of GAL4-SRC2 driven luciferase reporter, primary screen, SRC2 inhibitor project, cell-based, luminescence. Nuclear receptor coactivator 2 (Homo sapiens), Q15596. actives 0.17% (n = 370,000). inhibition, % at 9 µM. HEK293 GAL4-SRC2 luciferase reporter;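 active means inhibition above the mean inhibition of all tested compounds plus 3 SD, set per campaign, cut at about 52% in these data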;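 further: 0% = DMSO treated cells and 100% = cells given Gossypol at 36 µM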
MC4R antagonist: MC4R antagonists of cAMP signaling, primary screen, cell-based, TR-FRET, antagonist arm of biased-ligand search; Melanocortin receptor 4 (Homo sapiens), P32245; MC4R-expressing cells, MTII-stimulated cAMP, LANCE TR-FRET; AID 540295, 2011; inhibition, % at 6.5 µM; actives 0.48% (n = 360,000);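 active means inhibition above its plate's cutoff, the mean of tested wells on that plate plus 3 SD, cut at about 29% in these data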;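 further: 0% = Melanotan II alone and 100% = Melanotan II plus saturating MCL0020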
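Assay system: U2OS cells stably expressing human melanocortin 4 receptor (MC4R) / Dosing: 6.5 µM / Timing: compound 30 min, challenge 1 h, detection 1 h / Measured by: Eu-cAMP/anti-cAMP TR-FRET, emission 671 nm / Replicates: singlicate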
ABHD5 PLIN5 PPI: ABHD5-PLIN5 interaction inhibitors, primary screen, cell lysate, split luciferase complementation, luminescence | Perilipin-5 (Homo sapiens) + 1-acylglycerol-3-phosphate O-acyltransferase ABHD5 (Homo … | Split G. princeps luciferase complementation, 4 h | inhibition, % at 4 µM | actives 0.78% (n = 360,000) | AID 602281, 2012;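 active means inhibition above the mean inhibition across every tested compound plus 3 SD, cut at about 22% in these data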;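 further: 0% = DMSO only wells and the 100% control is not disclosed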
Target sequence (Q00G26 whole entry, looked up): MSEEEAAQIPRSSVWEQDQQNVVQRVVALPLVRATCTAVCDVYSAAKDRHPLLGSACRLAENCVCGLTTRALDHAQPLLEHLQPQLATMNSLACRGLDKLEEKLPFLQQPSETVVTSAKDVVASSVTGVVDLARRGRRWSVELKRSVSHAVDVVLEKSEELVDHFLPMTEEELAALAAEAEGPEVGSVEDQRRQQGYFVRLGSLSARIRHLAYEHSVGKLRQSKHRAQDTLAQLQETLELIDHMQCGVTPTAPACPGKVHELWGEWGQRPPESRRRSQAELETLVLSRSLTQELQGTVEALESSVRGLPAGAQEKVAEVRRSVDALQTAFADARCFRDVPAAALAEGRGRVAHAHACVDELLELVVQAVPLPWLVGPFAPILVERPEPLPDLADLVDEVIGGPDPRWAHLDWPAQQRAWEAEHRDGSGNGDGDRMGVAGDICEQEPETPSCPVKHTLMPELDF
Target sequence (Q8WTS1 whole entry, looked up): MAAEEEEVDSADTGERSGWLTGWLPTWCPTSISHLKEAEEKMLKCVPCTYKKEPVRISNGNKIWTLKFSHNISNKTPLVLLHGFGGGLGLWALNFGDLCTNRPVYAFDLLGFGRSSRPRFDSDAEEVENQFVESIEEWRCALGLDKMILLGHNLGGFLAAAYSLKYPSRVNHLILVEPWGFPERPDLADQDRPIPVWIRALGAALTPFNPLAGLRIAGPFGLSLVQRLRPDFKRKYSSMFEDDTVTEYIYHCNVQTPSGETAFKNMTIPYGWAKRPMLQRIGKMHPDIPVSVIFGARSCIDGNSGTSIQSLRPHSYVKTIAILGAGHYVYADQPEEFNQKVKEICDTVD
ABCB6 inh MLPCN: ABCB6 transporter inhibitors, primary screen, K562-ABCB6 cells, flow cytometry, MLPCN library. ATP-binding cassette sub-family B member 6 (Homo sapiens), Q9NP58. K562-ABCB6 porphyrin accumulation, 1 h; stronger effect = lower value. fluorescence ratio to DMSO, % at 10 µM. actives 0.19% (n = 360,000). AID 602162, 2011;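 active means fluorescence ratio to DMSO below 75%, the collection mean minus 3 SD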;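 further: signal is porphyrin accumulated inside mitochondria; 100% equals median channel fluorescence of DMSO control wells; lower ratio means ABCB6 inhibition with less porphyrin fluorescence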
m5-HT2A agonist: mouse Htr2a agonists via beta-arrestin recruitment, primary screen, cell-based, luminescence. actives 0.66% (n = 360,000). activation, % at 7.6 µM. 5-hydroxytryptamine receptor 2A (Mus musculus), P35363. CHO-K1 mHTR2A beta-arrestin complementation; percent of 30 µM serotonin response;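 active means activation above a run cutoff, the mean activation of all tested compounds plus 3 SD, cut at about 14% in these data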;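 further: 0% = plate median of compound wells and 100% = 30 µM serotonin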
H9c2 protect: cardioprotection against H2O2-induced cell death, primary screen, uHTS, H9c2 cells, ATPLite luminescence | actives 0.63% (n = 360,000) | protection from H2O2 cell death, % at 20 µM | H9c2 cardiomyocytes, H2O2 injury protection, 2 h;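 active means compounds giving at least 50% protection of heart cells from peroxide-induced death in the single-dose screen, raw or plate-pattern-corrected value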;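 further: 0% = DMSO wells with peroxide and 100% = DMSO wells without peroxide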
* hit, by the source's call; · = not tested or not shown. These rows are one share of the data; count on the stated rates, not on these rows.

SMILES	MC4R barr agon	N-glyco inh	NOD2-RIPK2 inh	TLR9-MyD88 inh	NCOA2 inhibitor	MC4R antagonist	ABHD5 PLIN5 PPI	ABCB6 inh MLPCN	m5-HT2A agonist	H9c2 protect
NS(=O)(=O)c1ccc(NC(=O)COC(=O)c2ccco2)cc1	-2.5	2	-11	-1	-38	8	-1	94	-1	-4
CCOCCCn1c(C)nc2c(c1=O)c1nc3ccccc3nc1n2-c1ccc(C)cc1	-0.2	0	-5	-15	·	14	-4	95	-3	18
CCOc1cc(/C=C2\SC(=S)N(NC(=O)c3cccnc3)C2=O)ccc1O	0.5	0	-2	·	-19	0	2	259	-4	5
Cc1cc(C)nc(N/N=C/c2cccc(Cl)c2)n1	-2.8	0	4	-13	-39	-8	-2	93	-1	5
O=C1NC(Cc2ccc(O)cc2)c2nc3ccccc3c(=O)n2-c2ncccc21 (centres undefined)	-0.2	2	-20	-3	29	-18	3	95	0	-2
CC1=C(C(=O)N(C(C)C)C(C)C)CC(CC(=O)NCCc2ccccn2)C(=O)N1Cc1ccc(C(C)(C)C)cc1 (centres undefined)	·	-1	4	·	-27	·	5	105	5	-2
COc1ccc(C)cc1NC(=O)c1sc2nc(C)nc(N3CCOCC3)c2c1C	-0.8	-1	-1	4	-3	3	2	96	-8	10
CCOC(=O)CNC(c1ccccc1)c1cc(Br)ccc1NC(C)=O (centres undefined)	0.6	0	-1	1	8	17	2	104	-2	1
COc1ccccc1N(CC(=O)NCCSCc1ccccc1)S(=O)(=O)c1ccc(C)cc1	-1.5	-9	3	-3	10	9	-1	92	-2	-4
COC(=O)c1ccc(C2Nc3cccc4cccc(c34)N2)cc1	-2.1	2	-2	0	9	0	-1	105	8	-2
C/C=C1\COC(C(=O)NCc2cccc(OC)c2OC)(C(F)(F)F)C=C1C=C1CCCCC1 (centres undefined)	-1.1	-1	3	-3	-7	-1	-7	97	5	-15
COC1C/C(=N\O)C2OC(c3ccccc3)OCC2O1 (centres undefined)	0.7	1	3	4	-40	-6	4	95	2	2
CCc1ccccc1N(CC(=O)NCc1ccco1)C(=O)CCC(=O)Nc1nccs1	-2.6	-2	-1	-2	11	5	4	89	4	6
COC(=O)CSc1nnc(-c2ccccc2OC)o1	-1.0	-1	-1	8	7	5	3	100	8	12
Cc1ccc(-c2nnn(CC(=O)Nc3ccccc3N3CCOCC3)n2)cc1	1.9	-5	21*	-6	5	-3	-5	84	9	-6
O=c1c2ccccc2ncn1/N=C/c1ccccc1	2.3	-6	4	-10	-60	16	-5	99	6	-11
CCN(CC)CCNC(=O)c1ccc(NC(=O)COc2ccccc2F)cc1	-0.4	-3	-7	7	-16	9	-2	97	0	18
CC(C)(C)c1cn(-c2ccc(F)cc2)c(=S)[nH]1	0.0	-1	-8	-6	19	0	-1	99	7	-4
CCOC(=O)C1CN(S(=O)(=O)c2ccc(C)cc2)CCN1S(=O)(=O)c1ccc(C)cc1 (centres undefined)	0.5	-3	4	7	8	7	4	92	4	-2
CCOc1ccccc1NC(=O)Nc1c(C)n(-c2ccccc2)c(=O)n1C	0.4	1	-6	-6	-2	5	-2	96	1	-2
S=C(NC1CCCC1)NN1CCOCC1	-0.8	4	-6	5	-2	13	0	97	5	-4
Cc1cc(C)nc(NCCC(=O)O)n1	-1.7	-2	-4	2	-7	-2	7	104	4	6
Cc1c(/C=N\NC(=O)c2c[nH]c3ccccc23)cnn1C	1.0	0	-5	-3	-15	5	-2	91	0	0
O=C(NCc1ccc2c(c1)OCO2)C(=O)Nc1cc2c3c(c1)CC(=O)N3CCC2	-0.3	-1	7	-5	10	-4	-8	99	-28	10
O=C(CCC(=O)Nc1ccc(F)cc1)N/N=C/c1ccncc1	-1.8	0	-8	2	-31	0	2	101	-2	-2

7 compounds out of the list, arranged by SMILES length, ascending:
SMILES	MC4R barr agon	N-glyco inh	NOD2-RIPK2 inh	TLR9-MyD88 inh	NCOA2 inhibitor	MC4R antagonist	ABHD5 PLIN5 PPI	ABCB6 inh MLPCN	m5-HT2A agonist	H9c2 protect
O=c1c2ccccc2ncn1/N=C/c1ccccc1	2.3	-6	4	-10	-60	16	-5	99	6	-11
COC1C/C(=N\O)C2OC(c3ccccc3)OCC2O1 (centres undefined)	0.7	1	3	4	-40	-6	4	95	2	2
CCOC(=O)CNC(c1ccccc1)c1cc(Br)ccc1NC(C)=O (centres undefined)	0.6	0	-1	1	8	17	2	104	-2	1
CCN(CC)CCNC(=O)c1ccc(NC(=O)COc2ccccc2F)cc1	-0.4	-3	-7	7	-16	9	-2	97	0	18
Cc1ccc(-c2nnn(CC(=O)Nc3ccccc3N3CCOCC3)n2)cc1	1.9	-5	21*	-6	5	-3	-5	84	9	-6
O=C1NC(Cc2ccc(O)cc2)c2nc3ccccc3c(=O)n2-c2ncccc21 (centres undefined)	-0.2	2	-20	-3	29	-18	3	95	0	-2
COc1ccccc1N(CC(=O)NCCSCc1ccccc1)S(=O)(=O)c1ccc(C)cc1	-1.5	-9	3	-3	10	9	-1	92	-2	-4

For convenience, some entries already given.
SMILES	MC4R barr agon	N-glyco inh	NOD2-RIPK2 inh	TLR9-MyD88 inh	NCOA2 inhibitor	MC4R antagonist	ABHD5 PLIN5 PPI	ABCB6 inh MLPCN	m5-HT2A agonist	H9c2 protect
COC(=O)CSc1nnc(-c2ccccc2OC)o1	-1.0	-1	-1	8	7	5	3	100	8	12
Cc1ccc(-c2nnn(CC(=O)Nc3ccccc3N3CCOCC3)n2)cc1	1.9	-5	21*	-6	5	-3	-5	84	9	-6
O=c1c2ccccc2ncn1/N=C/c1ccccc1	2.3	-6	4	-10	-60	16	-5	99	6	-11

The list continues:
SMILES	MC4R barr agon	N-glyco inh	NOD2-RIPK2 inh	TLR9-MyD88 inh	NCOA2 inhibitor	MC4R antagonist	ABHD5 PLIN5 PPI	ABCB6 inh MLPCN	m5-HT2A agonist	H9c2 protect
C/C(Cc1ccccc1)=N\NC(=O)CNC(=O)c1cccc(Br)c1	0.3	2	1	-9	-19	6	-2	98	-1	4
CC1CNC(=S)N(c2ccc(F)cc2)C1=O (centres undefined)	-1.7	1	1	3	-33	2	-7	95	3	-5
COc1ccc(Cc2nnc(NC(=O)c3ccc(C)cc3)s2)cc1OC	-1.3	1	5	4	-30	-2	-7	98	1	5
COc1ccc(Cn2nnnc2C(c2cc3cccc(C)c3[nH]c2=O)N2CCN(C)CC2)cc1 (centres undefined)	-1.8	6	-11	-10	-7	-3	1	97	1	-2
COCCNC(=O)COc1ncnc2scc(-c3ccc(F)cc3)c12	-2.0	-2	-9	11	-10	11	1	101	2	2
Cc1ccccc1NC(=O)C(=O)NCc1ccccn1	-0.2	0	-8	2	-11	0	6	95	0	1
CCOC(=O)CCCCC(=O)c1[nH]c(=O)[nH]c1CN1CCOCC1	-2.2	3	5	-10	14	3	-2	97	-1	1
N#Cc1nnn(Cc2ccccc2)c1N	-2.2	2	3	-1	3	19	0	105	-6	2
CCOc1cc(N2CCOCC2)c(OCC)cc1NC(=O)Cn1cnc2c(=O)n(C)c(=O)n(C)c21	-1.5	-1	-3	-3	-51	1	1	99	1	6
COc1ccc(/C=N/NC(=O)c2cc(C)on2)c2ccccc12	0.1	-1	2	6	0	-13	5	93	-5	2
O=C(CNC(=O)c1ccco1)NNC(=O)c1ccc(Br)cc1	-2.3	2	-1	-12	0	10	1	100	-7	8
C[C@@H]1CN([C@H](C)CO)C(=O)CCCn2nncc2CO[C@@H]1CN(C)C(=O)Nc1ccc(N2CCCCC2)cc1	-0.4	2	1	-3	-36	6	-6	102	-1	1
Cc1ccc(-c2nnc(-c3cccc4ccccc34)o2)cc1	0.3	-5	-20	1	-31	4	5	95	5	-19
CC(C)NC(=O)C(=O)NC1CCCCCC1	-1.2	1	1	5	-16	10	4	99	-1	4
CCCN(C(=O)CSc1nnc(-c2ccoc2C)n1N)C1CCS(=O)(=O)C1 (centres undefined)	-2.4	2	-3	-9	1	-2	1	103	-1	9
COc1ccc(S(=O)(=O)NNC(=O)c2cc3ccccc3o2)cc1	-2.5	2	-1	-5	-7	5	0	102	2	0
COc1ccc(-c2nn(CC(=O)N(C)C)c(=O)c3ccccc23)cc1	-1.6	1	-10	-2	-18	-9	3	100	-2	13
O=C/C(=C\Nc1ccc(Cl)cn1)c1nc2cc(Cl)ccc2o1	-2.6	5	-2	8	-6	7	-1	100	-2	-12
COc1cccc(/C=C/C(=O)Nc2ccc(OC)nc2)c1	0.6	5	-10	5	-22	-4	-1	102	-3	0
CC(/C=N/NC(=O)c1c(Br)cnn1C)=C\c1ccccc1	4.2	2	-6	10	0	-9	8	99	-3	-2
Cc1ccc(NC(=O)CNC(=O)Cn2cnc3sc(C)c(C)c3c2=O)cc1F	-0.4	0	-1	1	-14	15	-4	100	1	-5
O=C(CSc1ccccn1)Nc1ccc(Br)cn1	-0.2	-1	6	5	-25	13	2	101	-4	6
Cc1ccccc1C(=O)NCC(=O)OCC(=O)NNC(=O)c1ccccc1F	-0.4	2	12	-9	-13	-7	-12	106	-3	10
CCN(Cc1ccccc1)S(=O)(=O)c1ccc(C(=O)N(CCCN(C)C)c2nc3cc4c(cc3s2)OCCO4)cc1	2.4	-9	10	-1	-16	0	17	89	-10	-8
O=C(NCc1cc([N+](=O)[O-])ccc1O)c1cccc(NS(=O)(=O)c2ccccc2)c1	-1.0	1	0	-7	-10	14	-6	97	-3	-2
O=C(COc1ccccc1)NCC(=O)NC1CCCCC1	0.5	0	4	1	23	13	1	101	-17	-4
CN1CCN(Cc2nnc(-c3ccccc3)o2)CC1	-2.1	0	-3	3	-6	8	8	99	2	1
CCC(=O)N(Cc1cccs1)C1CCOC(C)(C)C1 (centres undefined)	-3.9	2	-1	4	-21	0	-3	87	-2	2
Cc1cccc(NC(=O)NC2CCCc3ccccc32)c1 (centres undefined)	-0.8	-8	-2	-4	-17	1	-4	95	-4	-1
Cc1cc(SCC(=O)N2c3ccccc3NC(=O)CC2C)nc2ccccc12 (centres undefined)	0.3	-6	2	0	-3	8	-5	75	7	6
